MEP2 TOR yeast = yeast TOR pathway MEP2-GFP modulation. AID 2016. GFP response vs DMSO, % at 10 µM. S. cerevisiae MEP2-GFP strain, flow cytometry GFP, 3 h; 100% = DMSO control level. 330,000 compounds, 0.51% hits;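 active = GFP response versus DMSO above a set limit, roughly screen mean plus 3 SD, cut at about 180% in these data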;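 also: median GFP fluorescence of the barcode-gated MEP2-GFP cells per well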
AHR act = human AHR activation; P35869; AHR-responsive luciferase reporter cells, luminescence; activation, % at 5 µM; 320,000 compounds, 2.5% hits; in the data active = activation above about 47%;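 also: 0% = vehicle wells and 100% = reference agonist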
procasp3 activ = activates human procaspase-3; activation, % at 8.5 µM; recombinant procaspase-3 D3A, Ac-DEVD-pNA absorbance 405 nm; 330,000 compounds, 0.11% hits;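 active = activation above the mean of all tested compounds plus 3 SD, cut at about 21% in these data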;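 also: 0% = DMSO alone and 100% = DMSO wells spiked with extra 5 µM PC-3 D3A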
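Evaluation: percent activation relative to control range; Material: Procaspase-3 D3A mutant, all three cleavage aspartates alanine; Compound: single dose, 8.5 µM nominal compound, 0.8% DMSO; Replication: one well per compound; Signal: absorbance at 405 nm, 0 and 120 min; Schedule: 1 h preincubation plus 2 h reaction at 25 °C.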
ZTA counter = ZTA (EBV) inhibition in EBNA-1 counter-screen; ZTA-DNA binding, fluorescence polarization; inhibition, % at 11 µM; P03206; 320,000 compounds, 0.15% hits; in the data active = inhibition above about 33%
RPL19A TOR yeast = yeast TOR pathway RPL19A-GFP modulation; S. cerevisiae RPL19A-GFP strain, flow cytometry, 3 h; hits give low values; percent response vs DMSO, % at 10 µM; 330,000 compounds, 0.3% hits;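 active = percent response vs DMSO below 50%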;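 also: median channel GFP fluorescence of the barcoded RPL19A-GFP strain; ratio of sample median GFP to plate DMSO average so 100% = DMSO; lower means less RPL19A-GFP as with rapamycin TOR inhibition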
procasp7 counter = activates human procaspase-7, counter-screen for procaspase-3 activators. recombinant procaspase-7, Ac-DEVD-pNA absorbance 405 nm; D23A/D198A/D206A triple mutant, cannot self-cleave; scale: DMSO 0, 5 µM enzyme 100. activation, % at 8.5 µM. 330,000 compounds, 0.093% hits. AID 463210;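 active = percent activation above the screen-wide mean plus 3 SD, cut at about 25% in these data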
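Test system: Procaspase-7 triple mutant (PC-7 D3A). Also added: Ac-DEVD-pNA substrate, 400 µM as added. Schedule: 1 h enzyme–compound preincubation and 2 h substrate reaction, both 25 °C. Signal: p-Nitroaniline absorbance at 405 nm, read at 0 and 120 min. Control set: low DMSO alone, high DMSO plus 5 µM PC-7.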
EBNA-1 inh = blocks EBNA-1 binding to DNA. EBNA-1 DNA binding, fluorescence polarization. inhibition, % at 14.8 µM. 300,000 compounds, 0.34% hits; in the data active = inhibition above about 28%
LAP4-GFP MLPCN = yeast TOR pathway LAP4-GFP modulation | 320,000 compounds, 0.34% hits | GFP response vs DMSO, % at 10 µM | AID 2023 | S. cerevisiae LAP4-GFP multiplex, flow cytometry GFP, 3 h; median GFP as percent of DMSO wells;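 active = GFP response vs DMSO above a set limit, about the screen mean plus 3 SD, cut at about 150% in these data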
Active calls of the source: *; nt = not tested or not shown. An unsorted share of the library (roughly 3.8% active in at least one column).

cpd	SMILES	EBNA-1 inh	LAP4-GFP MLPCN	procasp7 counter	RPL19A TOR yeast
1	CN(C(=O)CCN1C(=O)S/C(=C\c2ccccc2)C1=O)C1CCS(=O)(=O)C1 (stereo unspecified)	-10	100	-13	99
2	CC1CCc2c(C(=O)Nc3nccs3)csc2C1 (stereo unspecified)	4	133	12	100
3	C=CCNC(=O)C1CCC(=O)N1S(=O)(=O)c1ccc(C)cc1 (stereo unspecified)	-3	88	9	107
4	Cc1ccc(CNC(=O)c2ccc(Cl)cc2[N+](=O)[O-])cc1	5	93	4	98
5	COc1cccc(NC(=O)C2CCN(S(=O)(=O)c3ccc4c(c3)C(C)(C)C(=O)N4C)CC2)c1	-1	103	-2	101
6	COc1ccc(Cl)cc1C(=O)NNC(=O)c1cccnc1	1	91	-7	94
7	O=C(CC1COc2ccccc2O1)NCc1ccccc1 (stereo unspecified)	8	105	1	99
8	COc1ccc(S(=O)(=O)N2CCCC(C(=O)NCCCn3ccnc3)C2)cc1OC (stereo unspecified)	-7	95	5	105
9	Nc1ncnc2c1ncn2Cc1ccccc1	-6	106	8	94
10	CCC(C)NC(=O)CCc1nc2ccccc2n1-c1ccccc1 (stereo unspecified)	3	110	1	109

cpd	AHR act	procasp3 activ	ZTA counter	MEP2 TOR yeast
1	2	-6	3	95
2	17	-17	-5	103
3	11	-1	-20	109
4	-2	-12	-9	106
5	0	7	-4	105
6	1	-3	-23	95
7	6	1	-12	106
8	3	8	2	106
9	2	-4	-3	101
10	4	-3	10	129

(listing goes on)
cpd	SMILES	EBNA-1 inh	LAP4-GFP MLPCN	procasp7 counter	RPL19A TOR yeast
11	CC(=O)N1C(C(=O)O)Cc2c([nH]c3ccccc23)C1(C)C (stereo unspecified)	5	97	2	99
12	C[C@H](NC(=O)c1nc[nH]c1C(=O)N[C@@H](CCCCNC(=O)OC(C)(C)C)C(=O)OC(C)(C)C)c1ccccc1	-4	131	1	107
13	O=C(CCCc1ccccc1)NCCc1ccccc1	-11	99	-4	104
14	COc1ccc(N(C)S(=O)(=O)c2ccc(Cl)c(C(=O)NCC(C)(C)N3CCOCC3)c2)cc1	nt	103	-20	99
15	O=C(CSc1ncn[nH]1)Nc1ccc(S(=O)(=O)Nc2ncccn2)cc1	11	82	-3	101
16	Cc1cc(C(=O)O)ccc1[N+](=O)[O-]	nt	90	3	91
17	CSc1ccc(Cl)c(C(=O)OCC(=O)Nc2ccccc2OC(F)F)c1	6	100	4	103
18	CCCCn1c(N)c(N(CC(C)C)C(=O)C2=NN(c3cc(C)ccc3C)C(=O)CC2)c(=O)[nH]c1=O	-15	91	-3	106
19	CC(C)N(CC#CCC(O)(c1ccccc1)C1CCCC1)CCO (stereo unspecified)	7	94	6	96
20	O=P(c1ccccc1)(c1ccccc1)C(O)c1ccccn1 (stereo unspecified)	1	116	-10	100

cpd	AHR act	procasp3 activ	ZTA counter	MEP2 TOR yeast
11	0	2	5	98
12	1	3	5	97
13	0	-1	-3	108
14	-1	11	8	105
15	1	2	7	93
16	-2	6	-1	85
17	4	3	-13	101
18	1	-2	-11	106
19	0	-1	-11	109
20	0	1	0	104

Other records follow.
cpd	SMILES	EBNA-1 inh	LAP4-GFP MLPCN	procasp7 counter	RPL19A TOR yeast
21	CC(=O)Oc1ccc(/C=C/c2nc3ccccc3c(=O)o2)cc1	3	101	7	97
22	Cc1ccc(S(=O)(=O)Nc2ccccc2CNc2ccc(Br)cn2)cc1	-4	107	10	104
23	CC(C)OCCCn1c(=NC(=O)c2cccs2)c(C#N)cc2c(=O)n3ccccc3nc21	7	113	-5	98
24	CCc1ccc2nc(-c3cccc(C)c3)nc(SCC(=O)NCC3CCCO3)c2c1 (stereo unspecified)	4	113	-1	106
25	CC(=O)c1cccc(NC(=O)C(C)OC(=O)c2cc(=O)[nH]c3ccccc23)c1 (stereo unspecified)	2	96	3	96
26	COCCn1cc(C(=O)NCCCOC(C)C)c2c3ccccc3n(C)c2c1=O	-9	100	4	102
27	CC(C)Oc1ccc(N2C(=O)c3ccccc3C2=O)cc1	10	nt	9	97
28	CCOC(=O)c1cnc2ccccc2c1Nc1ccc(C(=O)O)cc1	5	123	9	95
29	CCOc1ccccc1/C=C(/NC(=O)c1ccccc1)C(=O)NC(C)c1ccccc1 (stereo unspecified)	-8	88	-5	101
30	C#CCOc1c(/C=C\c2nc(O)c([N+](=O)[O-])c(=O)[nH]2)cc(Br)cc1OC	-4	99	6	105

cpd	AHR act	procasp3 activ	ZTA counter	MEP2 TOR yeast
21	11	-5	-9	103
22	3	2	-15	104
23	-3	-8	8	92
24	2	0	3	105
25	2	3	-4	101
26	8	9	-15	96
27	33	3	-20	101
28	1	6	7	95
29	2	4	3	100
30	2	3	50*	106

More structures follow.
cpd	SMILES	EBNA-1 inh	LAP4-GFP MLPCN	procasp7 counter	RPL19A TOR yeast
31	Cc1nc(SCC(=O)NC(C)(C#N)C2CC2)c2c(-c3cccs3)csc2n1 (stereo unspecified)	4	108	5	106
32	CCC1(c2ccccc2)NC(=O)N(CC(=O)Nc2ccccc2C(=O)N2CCCCC2)C1=O (stereo unspecified)	6	107	11	100
33	COc1ccc(C2=NOC(C(=O)NCc3ccccn3)C2)cc1OC (stereo unspecified)	-5	98	3	97
34	CCOC(=O)N1CCN(c2c(Nc3ccc4c(c3)OCCO4)c(=O)c2=O)CC1	-8	87	-3	99
35	CCN1C=C(Cc2ccccc2C)C2=C(C1)C(c1ccccc1C)C(C#N)=C(N)O2 (stereo unspecified)	5	100	1	98
36	Cc1cn(CCC(=O)Nc2ccc(N3CCOCC3)cc2)c2ccccc12	2	nt	-8	104
37	COc1ccc(/C=C/C(=O)OCC(=O)NC2CC2)c(OC)c1	nt	109	3	101
38	Cc1nnc(Nc2ccc(O)cc2)[nH]c1=O	-11	100	-1	96
39	COc1ccc(OC)c(S(=O)(=O)N2CCC3(CC2)OCCN3S(=O)(=O)c2ccccc2)c1	-3	116	9	101
40	CCCOc1cccc(CN2CCCCC2c2cccnc2)c1 (stereo unspecified)	-6	97	-3	93

cpd	AHR act	procasp3 activ	ZTA counter	MEP2 TOR yeast
31	11	-4	-5	120
32	3	2	-17	89
33	4	-10	13	97
34	18	3	-3	85
35	1	-6	2	100
36	12	2	0	96
37	1	7	nt	109
38	3	-12	-1	94
39	0	0	-13	96
40	2	-3	8	94

(next part)
cpd	SMILES	EBNA-1 inh	LAP4-GFP MLPCN	procasp7 counter	RPL19A TOR yeast
41	CN(C)c1ccc2c(c1)OC(N)=C(C#N)C2c1cccc(F)c1 (stereo unspecified)	-7	94	-28	97
42	COc1ccc(C(C)=O)cc1CN1C(=O)NC2(CCCC2)C1=O	0	107	4	96
43	Cc1cc(C)cc(NC(=O)COC(=O)COc2cccc3c2OC(C)(C)C3)c1	-4	114	4	101
44	CCOC(=O)c1cnc(SCC(=O)Nc2ccc(NC(=O)CC)c(OC)c2)nc1N	5	102	-8	102
45	CN1C(=O)N(CC(=O)N2CCN(S(=O)(=O)c3ccc(Cl)s3)CC2)C(=O)C12CCCCC2	nt	106	-1	101
46	Cc1ccccc1-c1nnn(Cc2ccc(F)cc2Cl)n1	4	98	5	103
47	CC1C(=O)C(C)C(c2cccc(Br)c2)NC1c1cccc(Br)c1 (stereo unspecified)	1	91	9	100
48	CCC(CC)NCCOC(=O)c1ccc([N+](=O)[O-])cc1	-2	97	8	105
49	Cc1cc(C(=O)N/N=C2\CC(=O)c3ccccc32)c(C)n1-c1ccccc1	-3	117	3	99
50	O=C1/C(=N/n2cnnc2)c2ccccc2N1Cc1ccccc1	0	101	2	99

cpd	AHR act	procasp3 activ	ZTA counter	MEP2 TOR yeast
41	3	-13	1	99
42	-1	-7	-7	97
43	0	5	2	105
44	16	9	3	107
45	-1	9	-23	103
46	1	-6	-8	103
47	0	6	-17	108
48	1	9	-16	106
49	33	-5	5	105
50	4	1	3	101

(more compounds)
cpd	SMILES	EBNA-1 inh	LAP4-GFP MLPCN	procasp7 counter	RPL19A TOR yeast
51	COC(=O)Cn1cnc2c(C#N)c3n(c2c1=O)CCCCC3	-5	95	-2	97
52	CCN(CC)c1cc(-c2ccccc2)ncn1	4	102	-8	105
53	Cc1ccc(-n2c(CCC(=O)O)ccc2-c2cccs2)cc1C	-2	104	-20	100
54	CN(C)c1cccc(C(=O)Nc2cc(C(F)(F)F)ccc2-n2cnc3ccccc32)c1	-4	95	2	104
55	CCCCSc1nnc(-c2ccc(C)cc2)o1	-5	104	-4	99
56	CCOC(=O)CCC(=O)Nc1ccc(S(=O)(=O)N2CCCC2)cc1	-4	75	5	118
57	Cc1cc(C)n(-c2ncnc3sc4c(c23)CC(C)CC4)n1 (stereo unspecified)	3	105	6	102
58	CC(/C=N/NC(=O)c1cccs1)=C\c1ccco1	-1	108	0	93
59	Cc1c(OCc2ccccc2)c(=O)ccn1Cc1ccc(F)cc1	-4	89	-1	91
60	O=C(CC1OC(=O)c2ccccc21)Nc1ccc(Cl)c(S(=O)(=O)N2CCCCC2)c1 (stereo unspecified)	6	105	8	101

cpd	AHR act	procasp3 activ	ZTA counter	MEP2 TOR yeast
51	4	-7	-4	98
52	24	9	14	95
53	4	-14	-7	101
54	36	-3	-1	95
55	-1	1	2	106
56	1	3	-9	92
57	-1	1	1	111
58	3	-1	-5	94
59	7	1	0	98
60	3	-7	-1	107

3 compounds from above, ordered by the number in EBNA-1 inh, highest first:
cpd	Molecule	EBNA-1 inh
58	CC(/C=N/NC(=O)c1cccs1)=C\c1ccco1	-1
54	CN(C)c1cccc(C(=O)Nc2cc(C(F)(F)F)ccc2-n2cnc3ccccc32)c1	-4
55	CCCCSc1nnc(-c2ccc(C)cc2)o1	-5

Later entries
cpd	SMILES	EBNA-1 inh	LAP4-GFP MLPCN	procasp7 counter	RPL19A TOR yeast
61	NC(=O)C1CCN(c2cc(Cl)nc(N)n2)CC1	-14	101	2	98
62	Cn1c(Nc2ccccc2)cc(=O)n(C)c1=O	-4	94	-2	102
63	CCCCn1c(N)c(N(CCC(C)C)C(=O)c2sc3nc4n(c(=O)c3c2C)CCC4)c(=O)[nH]c1=O	9	100	-3	103
64	CCCn1cnc2cc(NCc3cccs3)ccc21	0	108	-7	99
65	CC1CC1C(=O)OCC(=O)NNC(=O)COc1ccc(Br)cc1 (stereo unspecified)	-7	99	-4	106
66	OC(CNCc1ccc(F)cc1)(c1ccccc1)c1ccc(F)cc1 (stereo unspecified)	-5	94	6	117
67	CN(Cc1ccc(OC(F)F)cc1)C(=O)C1CCN(S(=O)(=O)c2ccc3c(c2)OCCO3)CC1	nt	94	-5	93
68	N/C(=N\NC(=O)c1ccccc1Cl)c1cc2ccccc2oc1=O	-11	91	-7	102
69	COc1ccc(CNCc2ccc(OC)c3ccccc23)cc1	0	101	14	104
70	CC(=O)Nc1cccc(NC(=O)COC(=O)C2CC3CCCC(C2)C3=O)c1 (stereo unspecified)	-11	100	-4	99
71	Cc1ccc(-c2nnc(N3CCN(C(=O)Cn4c(=O)n(C)c5ccccc54)CC3)c3ccccc23)cc1	4	97	3	102

cpd	AHR act	procasp3 activ	ZTA counter	MEP2 TOR yeast
61	1	3	5	98
62	0	-7	1	95
63	-1	-2	12	99
64	20	5	6	93
65	9	-8	-13	106
66	-1	5	-2	104
67	1	7	-7	88
68	14	-8	12	103
69	1	-3	-6	109
70	-1	-7	-15	96
71	1	-4	12	99

Random excerpt: 3 compounds from above, in no set order.
cpd	SMILES	EBNA-1 inh	LAP4-GFP MLPCN	procasp7 counter	RPL19A TOR yeast
65	CC1CC1C(=O)OCC(=O)NNC(=O)COc1ccc(Br)cc1 (stereo unspecified)	-7	99	-4	106
63	CCCCn1c(N)c(N(CCC(C)C)C(=O)c2sc3nc4n(c(=O)c3c2C)CCC4)c(=O)[nH]c1=O	9	100	-3	103
69	COc1ccc(CNCc2ccc(OC)c3ccccc23)cc1	0	101	14	104

cpd	AHR act	procasp3 activ	ZTA counter	MEP2 TOR yeast
65	9	-8	-13	106
63	-1	-2	12	99
69	1	-3	-6	109

From PubChem BioAssay
